OX1R antag-1: antagonists of human orexin 1 receptor (OX1R). O43613. OX1R-expressing cells, FRET antagonist read-out. inhibition, % at 6.6 µM. 330,000 compounds, 1.8% hits. AID 485270; in the data active = inhibition mostly above about 38%, no sharp cut-off; inactive = mostly below about 40%;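 also: 0% = agonist challenge alone and 100% = reference antagonist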
Target sequence (O43613 whole entry, looked up): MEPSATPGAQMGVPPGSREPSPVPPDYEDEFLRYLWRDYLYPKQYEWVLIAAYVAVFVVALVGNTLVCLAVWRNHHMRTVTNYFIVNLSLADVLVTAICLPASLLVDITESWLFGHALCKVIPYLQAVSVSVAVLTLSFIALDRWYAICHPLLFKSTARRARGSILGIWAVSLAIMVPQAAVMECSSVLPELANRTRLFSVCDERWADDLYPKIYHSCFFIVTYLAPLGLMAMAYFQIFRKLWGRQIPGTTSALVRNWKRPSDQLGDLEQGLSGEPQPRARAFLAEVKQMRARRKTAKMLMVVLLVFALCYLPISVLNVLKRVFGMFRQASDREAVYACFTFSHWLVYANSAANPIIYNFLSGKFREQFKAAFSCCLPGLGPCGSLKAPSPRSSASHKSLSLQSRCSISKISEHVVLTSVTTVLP
OX1R antag-2: blocks the human orexin 1 receptor; O43613; CHO/OX1R cells, Fluo-8 calcium fluorescence, orexin A; inhibition, % at 5 µM; 330,000 compounds, 0.43% hits; AID 434989;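 active = inhibition above its plate's threshold, mean inhibition of all tested compounds on the plate plus 3 SD, cut at about 37% in these data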;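 also: 0% = orexin A challenge wells and 100% = SB-334867-A antagonist wells; not every result past the cut was called active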
CHT PAM: allosterically activates the human high affinity choline transporter; CHT-expressing cells, membrane potential dye, choline EC20; hits give high values; LV-AA mutant CHT in HEK293 cells; B-score at 10 µM; 310,000 compounds, 0.49% hits;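 active = initial fluorescence not abnormally high and integrated response B-score, plate-corrected, over 3 SD above library mean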
Target sequence (Q9GZV3 whole entry, looked up): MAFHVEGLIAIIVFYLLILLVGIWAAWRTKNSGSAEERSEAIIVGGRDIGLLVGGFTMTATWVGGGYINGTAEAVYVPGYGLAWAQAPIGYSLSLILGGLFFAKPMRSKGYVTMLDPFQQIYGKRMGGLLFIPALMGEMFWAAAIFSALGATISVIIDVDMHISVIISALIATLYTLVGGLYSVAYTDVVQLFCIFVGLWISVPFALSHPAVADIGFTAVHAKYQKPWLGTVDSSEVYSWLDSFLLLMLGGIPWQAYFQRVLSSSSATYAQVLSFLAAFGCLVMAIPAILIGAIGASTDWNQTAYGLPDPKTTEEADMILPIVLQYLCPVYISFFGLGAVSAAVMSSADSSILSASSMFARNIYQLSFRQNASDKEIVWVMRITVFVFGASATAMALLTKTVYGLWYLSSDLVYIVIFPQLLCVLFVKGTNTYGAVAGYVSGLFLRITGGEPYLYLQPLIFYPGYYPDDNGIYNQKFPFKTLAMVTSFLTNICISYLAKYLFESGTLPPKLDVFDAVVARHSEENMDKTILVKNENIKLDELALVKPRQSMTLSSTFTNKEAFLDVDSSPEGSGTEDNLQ
* hit, by the source's call; i = inactive; x = no result given.

Under each structure: OX1R antag-1 | OX1R antag-2 | CHT PAM
O=C1CCC(CCC(=O)N2CCCC(C(=O)c3ccc4c5c(cccc35)CC4)C2)=NN1 (centres undefined)
→ 15.3 | -34.8 | i
O=C(COC(=O)c1ccccc1F)NC1CCCC1
→ -8.3 | 1.4 | i
CCn1c(=O)cc(SCC(=O)Nc2ccc(Cl)cc2)c2ccccc21
→ 2.0 | -6.3 | i
CCN(CC)C(=O)CSc1nnc(-c2cccnc2)n1Cc1ccccc1
→ 32.2 | -23.4 | i
Clc1ccc(CSc2ccc(-c3ccco3)nn2)cc1
→ 31.2 | -15.4 | i
CCCCC1CCC(C(=O)N(CCOC)c2c(N)n(CC(C)C)c(=O)[nH]c2=O)CC1 (centres undefined)
→ 2.1 | -0.4 | x
Cc1ccc(NC(=S)N(CCN(C)C)Cc2cc3cc(C)ccc3[nH]c2=O)cc1
→ 22.4 | -19.3 | i
O=C1CC(c2ccccc2)CN1C(=O)c1cccc([N+](=O)[O-])c1 (centres undefined)
→ 11.6 | -10.9 | i
Cc1sc2ncn(CC(=O)Nc3ccccc3F)c(=O)c2c1-c1ccccc1
→ 4.3 | -25.3 | i
O=C(c1cc(=O)c2cc(Cl)ccc2o1)N1CCN(Cc2ccccc2)CC1
→ 7.8 | -20.1 | i
COc1ccc(C(CCN2CCN(c3ccccc3)CC2)c2c(OC)cc(OC)c3c(-c4ccccc4)cc(=O)oc23)cc1 (centres undefined)
→ 32.0 | -26.2 | i
CCOc1cc(NC(=S)NCCCN2CCOCC2)c(OCC)cc1NC(=O)c1cccs1
→ 19.7 | -22.8 | i
Nc1ccc2nc(COc3ccccc3)[nH]c2c1
→ 27.9 | 8.5 | i
O=C(COC(=O)c1cc2ccccc2cc1O)NC(=O)NCc1ccco1
→ 10.1 | -12.0 | i
Nc1cc(=O)[nH]c(SCC(=O)Nc2cccc([N+](=O)[O-])c2)n1
→ 45.7 | 1.0 | i
COc1ccc([C@@H]2OC2(C(N)=O)C(N)=O)cc1
→ 10.4 | 6.5 | i
FC(F)Oc1ccc(NC(=S)NNc2ccnc3cc(Cl)ccc23)cc1
→ 17.0 | -11.6 | i
c1ccc2c(CCN3CCNC[C@H]3Cc3cccc4ccccc34)cccc2c1
→ 3.6 | 7.5 | x
CC(NC(=O)COC(=O)c1ccccc1F)C1CC2CCC1C2 (centres undefined)
→ 1.9 | -16.9 | x
O=C(CN(c1ccc(F)cc1)S(=O)(=O)c1ccc2c(c1)OCCO2)Nc1ccccc1
→ 7.4 | -12.2 | i

Grouped by structure: the compounds so far with a nitro group on carbon
Under each structure: OX1R antag-1 | OX1R antag-2 | CHT PAM
O=C1CC(c2ccccc2)CN1C(=O)c1cccc([N+](=O)[O-])c1 (centres undefined)
→ 11.6 | -10.9 | i
Nc1cc(=O)[nH]c(SCC(=O)Nc2cccc([N+](=O)[O-])c2)n1
→ 45.7 | 1.0 | i

Next section:
Under each structure: OX1R antag-1 | OX1R antag-2 | CHT PAM
COc1ccc(C(=O)Nn2cnc3scc(-c4cccs4)c3c2=O)c(O)c1
→ 22.1 | -18.2 | i
O=C(Nc1ccccc1)c1ccc(CN2CCC(Cc3ccccc3)CC2)cc1
→ 16.9 | -14.4 | i
Cc1ccccc1OCC(=O)OCC(=O)Nc1ccc2c(c1)OCCO2
→ -0.2 | -0.4 | x
CCCCc1nnc2c(N(C)S(=O)(=O)c3ccc(C)cc3)nc3ccccc3n12
→ -1.3 | -23.9 | i
OCCOCCN1CCN(C(=S)Nc2ccccc2)CC1
→ 12.1 | -9.6 | i
CCc1cc(=O)oc2c(C)c(OCC(=O)NCC3CCC(C(=O)O)CC3)ccc12 (centres undefined)
→ 5.8 | 1.1 | i
O=C(CSc1nc2[nH]c(=O)cc(O)c2s1)Nc1cc(Cl)cc(Cl)c1
→ 4.8 | -0.1 | i
COc1ccccc1C1CC(=O)Oc2cc(O)ccc21 (centres undefined)
→ 5.4 | -6.7 | x
O=C(Cn1cnc2sc(-c3ccccc3)cc2c1=O)NCc1ccccc1
→ 22.2 | -18.6 | i
COc1ccc(CN2CC(C(=O)NCc3ccc4c(c3)OCO4)CC2=O)cc1 (centres undefined)
→ 13.8 | -17.9 | i
Cc1ccc2[nH]c3c(Cl)ncnc3c2c1
→ 12.8 | -12.6 | i
COc1ccc(N2C(=O)CCC2(C#N)c2ccc(Br)cc2)cc1 (centres undefined)
→ 9.2 | -15.2 | i
O=C(CSc1nnc(-c2ccncc2)n1Cc1ccco1)Nc1cccc(O)c1
→ 1.8 | -7.1 | i
O=C(Cc1ccccc1)NCCSCc1ccccc1
→ 12.9 | -10.0 | i
CC(C)c1ccc2c(c1)C1Cc3ccccc3C1N2 (centres undefined)
→ 9.5 | -11.3 | i
Cc1ccc2c(CN3CCN(S(=O)(=O)c4ccccc4C(F)(F)F)CC3)cc(=O)oc2c1C
→ 7.7 | -14.0 | x
Cc1ccc(Cn2nc(C)c(/C=N/NC(=O)c3cccnc3)c2C)cc1
→ 6.3 | -12.3 | i
CC(C)OC(=O)CSc1nc2c(cc1C#N)CCCCC2
→ 8.9 | -21.1 | i
O=C(Oc1cccc2cccnc12)c1ccc2c(c1)OCCO2
→ -0.7 | -14.4 | i
O=C(N/N=C/c1ccc2cccc(OCc3ccccc3)c2n1)c1ccc(Br)cc1
→ 11.7 | -14.1 | i
O=C1CC(c2cccc(Cl)c2)Cc2nc(N3CCOCC3)ncc21 (centres undefined)
→ 9.4 | -11.4 | i
O=C(CN1CCN(Cc2ccc(F)cc2)C1=O)NCc1cccs1
→ 17.9 | -11.9 | i
NNC(=O)c1cc2c(ccc3ccccc32)o1
→ 10.7 | -10.6 | i
N#C/C(=C\c1cccc(Br)c1)C(=O)N1CCCCC1
→ 12.7 | -14.2 | i
COc1cc(C2C3=C(CCCC3=O)Nc3[nH]n(-c4ccccc4)c(=O)c32)ccc1OC(C)=O (centres undefined)
→ 31.9 | -6.6 | i
C=CCn1cc(C(=O)NCCCOC)c(=O)c2cc(S(=O)(=O)N3CCC(C)CC3)ccc21
→ 10.9 | -24.3 | i
O=C(NCCN1CCN(c2ccccc2)CC1)c1ccc2c(c1)[nH]c(=S)n1c3ccccc3nc21
→ 20.5 | -20.5 | i
COc1ccc(NS(=O)(=O)c2c(C)n(C)c(=O)n(C)c2=O)cc1OC
→ 5.1 | -5.0 | i
COc1ccc(/C=N\NC(=O)c2ccccc2F)cc1COc1ccc(F)cc1
→ 16.7 | -8.9 | i
CCn1nc(NC(=O)c2ccco2)c2cc3ccc(C)cc3nc21
→ 20.8 | -8.9 | i
O=C(COC(=O)CN1C(=O)NC2(CCCC2)C1=O)Nc1ccccc1C(F)(F)F
→ 7.3 | -14.7 | i
CCn1cc(C(=O)NCCc2ccccc2)c(=O)c2cc(S(=O)(=O)N(C)C)ccc21
→ 6.6 | -27.8 | i
COc1ccc(-n2nc(C(=O)NCC(=O)N3CCN(C)CC3)c3ccccc3c2=O)cc1
→ 36.5 | -31.9 | i
COc1ccc(Cl)cc1C(=O)NNC(=O)c1nn(C)c(=O)c2ccccc12
→ 14.0 | -18.0 | x
CS(=O)(=O)N1CCN(c2ccc(NC(=O)c3ccc(Br)o3)cc2)CC1
→ 3.0 | 0.0 | i
Nn1cnn(Cc2ccccc2)c1=S
→ 9.8 | -10.4 | i
COc1ccc(C(CCNCc2ccccc2F)c2ccc(F)cc2)cc1 (centres undefined)
→ -3.5 | -30.2 | i
COc1ccc(C(=O)N2N=C(c3cccs3)CC2c2ccccc2O)cc1 (centres undefined)
→ 22.8 | -18.8 | i
Cc1ccc(C(C)C)cc1S(=O)(=O)Nc1ccncc1
→ -5.9 | -1.4 | i
Cc1ccc(SCC(=O)Nc2ccc3c(c2)OCCO3)cc1
→ 13.4 | -5.2 | i

Later entries
canonical_smiles	OX1R antag-1	OX1R antag-2	CHT PAM
COc1ccc(O)c(C(=O)c2cnc3c(c2)c(=O)[nH]c(=O)n3C)c1	19.8	-24.2	i
Cc1cc(=O)[nH]c2ccc(Cl)cc12	15.8	-4.6	i
CN(C)S(=O)(=O)c1cccc(NC(=O)CNCC2CCCCC2)c1	8.6	-23.9	i
COc1ccccc1/C=C/C=N/n1c(-c2ccncc2)n[nH]c1=S	38.4	-33.7	i
COc1ccc(CCNC(=O)CNC(=O)c2ccccc2Br)cc1OC	1.2	-17.9	i
COCC(C)NC(=O)c1cc(S(=O)(=O)N2CCCCC2)ccc1N1CCOCC1 (centres undefined)	10.0	-10.6	i
O=C(CSc1c2c(nc3cc(Cl)ccc13)CCCC2)NCc1ccco1	12.8	-24.7	i
Cc1cc(C)c2nc(N3CCCC3)c(C#N)cc2c1	10.0	-22.1	i
COC(=O)c1cc(OC)c(OC)cc1NC(=O)Nc1ccccc1OC	8.8	-12.9	i
COc1ccc(-n2c(=S)[nH]c3cc(C(=O)N(C)Cc4ccccc4)ccc3c2=O)cc1	-0.9	-7.6	i
CCc1cccc2c1NC(=O)C2(O)N1CCCC(C)C1 (centres undefined)	12.1	2.7	i
COC(=O)c1ccc(CNC(=O)c2ccc(S(=O)(=O)N3CCCC(C)C3)cc2)cc1 (centres undefined)	9.7	-20.8	x
COc1ccc(-n2c(Cc3cccn3C)nnc2SCC(=O)Nc2ccc(C)cc2)cc1	8.2	-17.2	i
Cc1ccc(NC(=O)CNC(=O)c2ccc(Br)o2)nc1	9.4	6.9	i
N#Cc1ccc(NC(=O)c2sc3cc(C(F)(F)F)cnc3c2-c2cccs2)cc1	-4.1	-17.4	i
Cn1c(COc2ccccc2)nnc1SCC(=O)NNC(=O)C1CCCCC1	12.2	-8.7	i
Cc1cc(C(=O)N/N=C/c2cccc(OC(=O)c3ccco3)c2)n[nH]1	-1.2	-3.7	i
COc1ccc(NC(=S)N(Cc2ccc(Cl)cc2)Cc2ccc(C(=O)O)cc2)cc1Cl	39.6	7.1	i
Cc1ccc(O)c(C(=O)c2cnc3c(c2)COc2ccccc2-3)c1	2.6	-19.2	i
O=C(CNC(=O)N1CC(=O)Nc2ccccc21)NCc1ccccc1	15.3	-9.8	i
Cc1ccc(S(=O)(=O)N2CC3CCCN3c3ccc(C(F)(F)F)cc32)cc1 (centres undefined)	5.0	-7.0	i
CCOC(=O)c1c(C)[nH]c(N=Nc2cccc(C)c2)c1C	29.3	-59.7	i
CCC(C)NC(=O)C1CCCN(C(=O)NC2CCCCC2)C1 (centres undefined)	12.8	-14.2	i
COc1ccc(NC(=S)N(CCC(C)C)C2CCN(C(C)=O)CC2)cc1	17.9	-16.6	i
CCOC(=O)c1c(NC(=O)Cc2ccccc2)sc2c1CCN(CC)C2	9.8	-14.9	i
COc1ccc(C(=O)NC(C)c2nc3ccccc3n2C)cc1OC (centres undefined)	10.3	-19.1	i
c1ccc(-c2nnc(SCC3CCCCO3)nc2-c2ccccc2)cc1 (centres undefined)	21.1	-26.4	i
Cc1cc(Nc2cc(C(=O)O)ccc2C)n2ncnc2n1	10.2	-2.0	i
O=C(/C=C/c1ccc(S(=O)(=O)N2CCOCC2)cc1)NCCCn1ccnc1	6.6	-8.4	i
O=C1NC2(CCCCC2)C(=O)N1/N=C/c1ccc(O)cc1O	7.0	-11.6	i
O=C(NC(=O)N1CCN(c2cccc(Cl)c2)CC1)c1ccc(Cl)cc1	20.7	-2.8	i
COc1ccccc1NC(=O)CSc1nnnn1-c1ccccc1F	11.1	-13.9	i
CN(CC(=O)OCC(=O)Nc1ccccc1)S(=O)(=O)c1ccc(Cl)cc1	26.4	-14.7	i
N=C1C(=O)OCC1c1ccccc1NC(=O)CN1CCCCC1 (centres undefined)	14.8	5.9	i
O=C(NC(=S)N1CCN(c2ccccn2)CC1)c1ccco1	6.1	-5.8	i
O=C(Oc1ccc([N+](=O)[O-])cc1)c1cncc(Br)c1	25.7	-15.2	i
CC(=O)Nc1ccc(NC(=O)CS(=O)(=O)c2cn(CC(=O)N3CCCC3)c3ccccc23)cc1	-2.0	-5.9	i
CCOc1ccccc1CN1CCN(C/C=C/c2ccc(OC)cc2)CC1CCO (centres undefined)	17.1	-31.9	i
O=C(CN1c2cccc3cccc(c23)S1(=O)=O)Nc1ccccc1Br	2.5	-6.9	x
Cn1c(-c2ccccc2)c(C=O)c2ccccc21	14.4	-16.2	i
CCc1cc2c(-c3ccccc3)cc(=O)oc2cc1OC(C)C(=O)O (centres undefined)	18.7	-0.9	i
O=C(NC1CCCCC1)N1CCC(c2nc3ccc(Cl)cc3[nH]2)CC1	8.7	-31.4	i
CCS(=O)(=O)N1CCC(C(=O)Nc2ccccc2OC)CC1	9.4	-3.8	i
O=C(NCCc1nnc2ccc(SCC(=O)N3CCOCC3)nn12)c1ccccc1	1.6	-5.0	i
O=C(COC(=O)CCNS(=O)(=O)c1ccccc1)NC(=O)c1ccccc1	7.2	-8.7	i
CCCCc1cc(=O)oc2cc(O)cc(O)c12	20.6	-9.2	i
C=CCn1c(=N)n(CC(=O)OCC)c2ccccc21	9.3	-10.5	i
C=C(C)COc1ccc2c3c(c(=O)oc2c1OCC(=C)C)CCC3	7.6	24.7	i

Structures listed so far with a cyano group, in the order listed:
canonical_smiles	OX1R antag-1	OX1R antag-2	CHT PAM
COc1ccc(N2C(=O)CCC2(C#N)c2ccc(Br)cc2)cc1 (centres undefined)	9.2	-15.2	i
CC(C)OC(=O)CSc1nc2c(cc1C#N)CCCCC2	8.9	-21.1	i
N#C/C(=C\c1cccc(Br)c1)C(=O)N1CCCCC1	12.7	-14.2	i
Cc1cc(C)c2nc(N3CCCC3)c(C#N)cc2c1	10.0	-22.1	i
N#Cc1ccc(NC(=O)c2sc3cc(C(F)(F)F)cnc3c2-c2cccs2)cc1	-4.1	-17.4	i

Assay outcomes from PubChem.
